AMA1 RON2 block – AMA1-RON2 (P. falciparum) interaction inhibition | AlphaScreen AMA1-biotinylated RON2 peptide binding | Potency, µM (highest dose often 58.2 µM), without a hit: at the highest dose activity change, negative = inhibition, actives largely listed as inhibitors | 360,000 tested, 0.2% active;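 note: potency is the fitted concentration of half-maximal effect; 0% = vehicle wells and -100% = peptide control; nearly all actives have a fitted effect of over 45% in size; some results filed as inactive show a strong effect at the top dose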
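AMA1 (3D7) with his tag at 25 nM final met compounds first, then biotinylated RON2 peptide at 25 nM; detection used donor plus acceptor beads, 10 µg/mL apiece, read by AlphaScreen after 30 min at room temperature.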
LmPK inh – inhibitors of Leishmania mexicana pyruvate kinase. Q27686. purified LmPK, Kinase-Glo ATP luminescence, 1 h. Potency, µM (series often up to 57.5 µM), inactives show at the top dose activity change, negative = inhibition, hits mostly inhibitors. 290,000 tested, 0.37% active. AID 1721; note: potency is the fitted concentration of half-maximal effect
Target sequence (Q27686 whole entry, looked up): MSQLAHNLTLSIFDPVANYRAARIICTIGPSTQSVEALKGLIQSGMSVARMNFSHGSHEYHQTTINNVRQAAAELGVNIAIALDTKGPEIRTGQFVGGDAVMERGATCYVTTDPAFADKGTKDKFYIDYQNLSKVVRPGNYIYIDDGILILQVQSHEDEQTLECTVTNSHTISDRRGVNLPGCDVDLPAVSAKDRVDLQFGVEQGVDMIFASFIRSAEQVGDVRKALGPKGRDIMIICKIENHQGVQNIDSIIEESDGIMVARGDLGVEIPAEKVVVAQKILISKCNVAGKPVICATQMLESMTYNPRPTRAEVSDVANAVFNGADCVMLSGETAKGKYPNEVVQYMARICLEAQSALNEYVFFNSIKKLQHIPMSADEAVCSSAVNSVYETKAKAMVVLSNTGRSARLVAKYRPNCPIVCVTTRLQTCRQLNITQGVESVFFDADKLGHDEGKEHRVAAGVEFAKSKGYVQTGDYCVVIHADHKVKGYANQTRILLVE
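qHTS format; LmPK 0.1 nM; substrates PEP 0.5 mM and ADP 0.1 mM. One-hour room-temperature incubation, then coupled luciferase luminescence; 0.5 nM enzyme wells mark activation.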
HCMV antiviral – inhibitors of human cytomegalovirus; HFF cells, HCMV-luciferase reporter, 72 h; hits give low values; activity change, negative = inhibition, % at 57.5 µM; 410,000 tested, 4.5% active; AID 1259415; in the data active = activity change below about -60%; inconclusive = no clear call, values can overlap the other calls; inactive = above about -39%
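Compounds were evaluated in HFFs infected with an HCMV luciferase reporter virus (MOI 1 PFU/cell). Luciferase in lysates collected 72 h post infection served as the replication measure.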
HCV inh – HCV inhibition | Huh7.5.1 HCVcc-Cre infection, luciferase reporter, 44 h | Potency, µM (highest dose often 41.8 µM), without a hit: top-dose activity change, negative = inhibition, actives largely listed as inhibitors | 340,000 tested, 3.4% active; note: potency is the fitted concentration of half-maximal effect
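Antiviral activity was scored by luciferase reporter output from cells infected with HCVcc-Cre (~0.5 moi) in presence of compound, 44 h infection period, cells seeded 1,000/well 4 h prior.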
TbPYK inhibitor – T. brucei pyruvate kinase inhibition; TbPYK enzyme, Kinase-Glo Plus ATP luminescence, 45 min; Potency, µM (top dose mostly 76.8 µM), for inactives: top-dose activity, negative = inhibition, most hits filed as inhibitors; 410,000 tested, 0.12% active; AID 624173; note: potency is the fitted concentration of half-maximal effect; nearly all actives have a fitted effect of over 50% in size
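ADP (130 uM final) triggers the TbPYK reaction after compound addition; incubation is 45 min at room temperature. Kinase-Glo Plus is then added and luminescence imaged. Normalized data are fitted to concentration-effect curves.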
AmpC detergent – AmpC beta-lactamase inhibition with detergent present; AID 485294; P00811; Potency, µM (top dose mostly 114 µM), inactives show at the highest dose activity change, negative = inhibition, most hits filed as inhibitors; 370,000 tested, 0.041% active; AmpC hydrolysis of nitrocefin, absorbance 480 nm, 0.01% Triton;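 note: potency is the fitted concentration of half-maximal effect; 0% = no-compound wells and -100% = no-enzyme wells; nearly all actives have a fitted effect of over 25% in size; some results filed as inactive show a strong effect at the top dose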
Target sequence (P00811 whole entry, looked up): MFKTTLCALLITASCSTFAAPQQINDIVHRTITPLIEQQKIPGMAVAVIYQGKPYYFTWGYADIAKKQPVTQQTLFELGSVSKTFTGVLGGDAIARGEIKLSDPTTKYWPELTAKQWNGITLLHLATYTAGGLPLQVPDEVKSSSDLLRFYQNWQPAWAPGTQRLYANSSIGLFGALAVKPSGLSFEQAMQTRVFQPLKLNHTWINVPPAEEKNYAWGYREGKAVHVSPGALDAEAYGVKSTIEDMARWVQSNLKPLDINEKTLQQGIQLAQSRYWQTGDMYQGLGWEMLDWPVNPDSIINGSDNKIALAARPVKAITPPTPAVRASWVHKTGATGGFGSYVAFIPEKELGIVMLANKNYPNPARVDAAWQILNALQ
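20 mM phosphate pH 7.0 + 0.01% (detergent screen) or 0.0001% Triton X-100; 5.3 nM AmpC reagent; cpd preinc 15 min RT; nitrocefin (800 uM stock) to start; A480 q20 s × 4 min; Activity was normalised to no-enzyme and no-compound control wells.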
AmpC inh no detg – inhibitors of E. coli AmpC beta-lactamase without detergent; P00811; AmpC nitrocefin hydrolysis, absorbance 480 nm, 0.0001% Triton; Potency, µM (highest dose often 57.1 µM), without a hit: at the top dose activity change, negative = inhibition, most hits filed as inhibitors; 330,000 tested, 0.52% active;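 note: potency is the fitted concentration of half-maximal effect; plate controls were no compound for no effect and no enzyme for full effect; nearly all actives have a fitted effect of over 20% in size; some results filed as inactive show a strong effect at the top dose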
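20 mM phosphate pH 7.0 + 0.01% (detergent screen) or 0.0001% Triton X-100; 5.3 nM AmpC reagent; cpd preinc 15 min RT; nitrocefin (800 uM stock) to start; A480 q20 s × 4 min; Activity was normalised to no-enzyme and no-compound control wells.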
* = called active by the depositor; ? = inconclusive; nt = no result given; & = joins results of further samples; ! = not confirmed by another sample; [ ] = dose if it differs, or a comment. Unless noted, calls come from the whole dose curve; as a rule, active = well fitted curve in the direction sought with a large enough effect; inconclusive = small, poorly fitted or top-dose-only effect, or another doubt; inactive = no such curve, though single readings can be large; an effect the other way counts as inactive or inconclusive. Unless noted, % is set by controls: 0 for no effect and ±100 for the full control effect.

SMILES	AMA1 RON2 block	LmPK inh	HCMV antiviral	HCV inh	TbPYK inhibitor	AmpC detergent	AmpC inh no detg
CC(C)CNC(=O)CSc1nnc(CN2CCCCCC2=O)n1-c1ccccn1	8.1%	3.9%	17.7	16.6%	2.0%	-5.9%	-20.0%
CCOC(=O)C1CCN(C(=O)c2ccc(Cl)c(NC3=NC4CS(=O)(=O)CC4S3)c2)CC1 (stereo not drawn)	-14.0%	-0.1%	-3.9	4.9%[8.37 µM]	-2.0%	-4.2%	-13.5%
O=C(Nc1ccccc1)Nc1ccccc1C(=O)NCc1ccccc1	3.8%	-0.4%	-23.8	-18.6%	1.5%	-0.2%	-30.7%
Cn1c(CNC(=O)CNC(=O)Cc2ccc(Cl)cc2)cc(=O)n(C)c1=O	-3.0%	7.7%	?	12.3%	-1.3%	-5.9%	-13.1%
N/C(=N\OC(=O)c1ccc(=O)n(Cc2ccccc2)c1)c1ccccn1	51.1%[activator]	-4.3%	-0.2	12.1%	0.6%	1.9%	-12.0%
CCOC(=O)C1(CC2CC2)CCN(Cc2ccc(O)c(Cl)c2)CC1	nt	-4.1%	nt	nt	nt	5.0%	-42.5%
Cn1c(SCC(=O)NCc2cccs2)nnc1-c1cccs1	1.0%	-5.3%	-2.5	17.1%	3.5%	-1.5%	nt
O=c1ccc(-c2ccc(S(=O)(=O)Nc3ccc(F)cc3)s2)n[nH]1	0.0%	0.7%	?	20.2%	-2.7%	2.2%	-26.1%
Cc1ccc(C)c(OCCC(=O)OC(C)C(=O)Nc2c(C)n(C)n(-c3ccccc3)c2=O)c1 (stereo not drawn)	-2.1%	nt	-17.1	-25.6%[8.37 µM]	-2.4%	-15.9%	9.1%
CCCCC(=O)Nc1ccc(OCc2cc(=O)n3c(C)csc3n2)cc1	nt	nt	-11.8	nt	-16.8%	13.6%	nt
CN(C(=O)CSc1nnc(COc2ccccc2F)n1N)C1CCCCC1	12.0%	nt	-22.0	1.5%	1.6%	?	-0.6%
CCOC(=O)c1[nH]c2ccc(OC)cc2c1NC(=O)CCN1CCc2ccccc2C1	8.1%	-3.0%	73.0	?	-1.8%	-10.9%	20.7%
Cc1ccc(NC(=O)CC2SCCNC2=O)cc1Cl (stereo not drawn)	-12.7%	-2.8%	65.2	7.8%	4.8%	-4.0%	-9.1%
O=C(O)C1=C[C@@H](c2ccccc2)C[C@@H](OCc2ccc(CO)cc2)O1	7.6%	-1.2%	6.1	1.2%	-10.0%	-5.3%	-20.6%
CCCCCC(=O)Nc1ccc(-c2nnc3n2CCCCC3)cc1	-5.0%	-6.1%	-1.7	11.2%	3.5%	-6.4%	32.7%
Cc1oc2ccc(OC(=O)COc3c(F)c(F)c(F)c(F)c3F)cc2c1C(=O)OC(C)C	-2.0%	-4.8%	?	?	-1.4%	-12.0%	-32.6%
COc1ccc(N2CCN(S(=O)(=O)c3c(C)nc4sc(C)cn4c3=O)CC2)cc1	nt	nt	8.4	nt	-2.9%	-11.3%	nt
COc1cc2c(cc1NC(=O)COC(=O)c1ccc(C(C)(C)C)cc1)oc1ccccc12	-15.0%	0.7%	-10.5	8.9%	5.3%	-2.6%	-18.2%
CCOC(=O)C1=C(C)Nc2ncnn2C1c1c[nH]c2ccccc12 (stereo not drawn)	4.7%	3.3%	47.2	9.1%	-13.6%	?	18.0%
CC(C)c1cc(C(=O)O)c2ccccc2n1	-1.0%	-0.8%	-6.7	1.5%	3.2%	1.5%	-12.5%
O=C(CSc1nc2cc(C(=O)NC3CCCC3)ccc2c(=O)n1CC1CCCO1)c1cccc(Cl)c1 (stereo not drawn)	nt	nt	-29.5	nt	-13.3%	-1.6%	nt
Cc1nc(C(F)(F)F)ccc1C(=O)N1CCC1(C)C(=O)NS(=O)(=O)c1ccc2c(c1)CCO2 (stereo not drawn)	3.6%	nt	-12.9	nt	3.5%	nt	nt
CCOC(=O)C1C(c2ccc(O)cc2)NC(=O)NC1(O)C(F)(F)F (stereo not drawn)	0.4%	2.1%	-17.8	12.0%	-0.2%	2.3%	1.5%
CCOC(=O)N1CCC(NC2CCCCCCC2)CC1	-4.2%	-6.4%	19.3	-12.0%	11.5%	0.3%	-11.4%
CCOc1ccc(N2C(=O)C3C(c4ccccc4)=NN(c4ccccc4)C3C2=O)cc1 (stereo not drawn)	33.4%[activator]	-0.4%	-24.8	4.6%	2.6%	?	-24.8%
Cc1ccc(S(=O)(=O)c2nnn3c2nc(N2CCOCC2)c2sccc23)cc1C	nt	nt	0.7	nt	-7.6%	4.2%	nt
O=C1C(C=NC2CC2)=C(O)c2ccccc21	-5.0%	-22.0%	60.9	7.1%	-2.8%	?	-7.1%
CCN(CC)C(=O)Cn1c(=O)n(CCCCCC(=O)NCc2ccc(C)cc2)c(=O)c2sccc21	nt	nt	-7.1	nt	-10.3%	16.6%	nt
CCC(CC)NC(=O)COc1ccc(OC)cc1C=O	7.8%	-7.4%	-23.7	-9.1%	-1.0%	1.1%	-9.8%
CN(C(=O)c1ccccc1C(=O)OCC(=O)NCc1cccs1)C1CCCCC1	-18.8%	7.4%	?	9.9%	-3.4%	3.2%	24.2%
CCc1ccc2c(COn3nnc4ccc(S(=O)(=O)N(C)C)cc43)cc(=O)oc2c1	-1.0%	-4.4%	39.2	0.5%	1.7%	-8.4%	14.9%
CCOc1ccc(/C=N/NC(=O)c2nnn(-c3nonc3N)c2CN2CCC(C)CC2)cc1	0.0%	4.1%	-4.3	13.4%	-3.0%	-6.7%	2.1%
CCCCC(=O)N/N=C/c1c(O)n(CCc2ccc(OC)c(OC)c2)c(=O)[nH]c1=O	-6.5%	1.9%	4.6	8.3%	-0.8%	-13.3%	-24.6%
CCCCCn1c(CN(C)Cc2ccccc2)nc2c1c(=O)n(C)c(=O)n2C	?	5.1%	9.7	14.1µM*!	-4.1%	1.4%	27.2%
CCN(CC)c1ccc(C(NC(C)=O)NC(C)=O)cc1	15.3%	-4.8%	-15.6	-8.7%	0.3%	-8.7%	5.0%
CC(C)Cn1c(SCC(=O)NCc2ccc(Cl)cc2)nnc1-c1cccc(S(=O)(=O)N2CCOCC2)c1	7.5%	4.0%	4.1	?	0.1%	-5.8%	126.3%[activator]
CCSC(C)CC1CC(=O)CC(=O)C1 (stereo not drawn)	-7.4%	4.3%	-20.6	8.2%	-0.4%	-8.8%	4.6%
CNC(=O)c1sccc1Oc1ccc(F)cc1[N+](=O)[O-]	24.3%	4.6%	4.5	1.2%	0.9%	1.3%	-2.3%
COc1ccc(C(=O)NC(=O)NC2(C(Cl)(Cl)Cl)OCCO2)cc1	6.4%	3.2%	-8.8	18.0%	-3.4%	9.3%	-8.9%
C/C(=N\NC(=O)c1c(Cl)c(C)nn1C)c1ccc(NC(=O)COc2ccc(Cl)cc2C)cc1	0.9%	1.1%	-24.8	?	0.1%	?	64.0%[activator]
Clc1ccc(Cn2nnc(-c3ccc(N4CCOCC4)cc3)n2)cc1	7.8%	-0.3%	-7.4	-8.8%	-5.5%	?	-22.2%
Cc1ccc(NC(=O)c2ccc(S(=O)(=O)Nc3c(C)n(C)n(-c4ccccc4)c3=O)cc2)nc1	-25.5%	nt	-16.1	-1.0%	3.5%	-2.4%	0.2%
O=C(CN1CCC(Cc2ccccc2)CC1)NCCc1ccc(F)cc1	0.2%	0.6%	11.6	-7.1%	-1.3%	2.5%	83.8%[activator]
Cc1cc(C)c(C#N)c(SCCN2CCOCC2)n1	10.0%	0.5%	14.5	-27.3%	-3.6%	-12.2%	4.0%
CCOc1nc(NC2CCCCC2)nc(NC(C)(C)C)n1	-4.1%	4.1%	-15.0	?	-5.3%	-0.8%	-5.9%
CCOCc1nnc(NS(C)(=O)=O)s1	16.1%	-2.1%	48.8	5.8%	-0.6%	-14.4%	-13.3%
COc1ccc(CNC(=O)Cn2c(=O)oc3cc(S(=O)(=O)N4CCCC4)ccc32)cc1	3.5%	-7.2%	-34.1&39.7	-21.3%	2.3%&-9.7%	4.9%&21.5%	-52.8%
Cc1ccccc1C(=O)Nc1nc2c(s1)CC(C(C)(C)C)CC2 (stereo not drawn)	nt	nt	-65.7*	nt	1.0%	16.7%	nt
CC1CCCCC1NC(=O)CCn1c(=O)sc2ccccc21 (stereo not drawn)	-1.9%	-0.1%	23.9	2.9%	-4.0%	1.6%	1.9%
COc1cc(-n2c(=O)c3ccccc3n(Cc3cc(=O)n4ccccc4n3)c2=O)cc(OC)c1OC	-15.0%	-5.2%	7.1	30.8%[activator]	-4.3%	-1.7%	-5.5%
CCc1ccccc1NC(=O)CCCSc1nc(-c2ccco2)cc(C(F)(F)F)n1	nt	nt	-9.5	nt	-1.0%	20.7%	nt
O=C(CSc1nnc(-c2ccncc2)o1)NCc1ccc(Cl)cc1	0.5%	-2.4%	-7.5	-3.8%	-4.5%	-7.8%	-20.7%
O=C(CCCOc1ccccc1)N1CCN(c2ccc(F)cc2)CC1	-1.8%	6.4%	31.0	-9.7%	-0.3%	-5.4%	71.6%[activator]
O=C(Cn1c(-c2ccccn2)nc2ccccc21)N/N=C/c1cccnc1	12.6%	-4.2%	34.6	4.8%	4.0%	6.2%	-23.6%
Cc1ccc(N(C(=O)C2CCC(=O)N2)C2(C(=O)NC3CCCCC3)CCCCC2)cc1 (stereo not drawn)	30.2%[activator]	0.5%	8.9	-10.0%	5.0%	-10.4%	130.1%[activator]
COc1ccc(OCC(=O)Nc2ccc(C(=O)OCc3cc(=O)n4nc(C)sc4n3)cc2)cc1	nt	nt	-28.4	nt	0.7%	-2.0%	nt
CCC(=O)NNc1ncnc2ccccc12	0.0%	-6.8%	62.8	13.9%	1.5%	-16.9%	-10.9%

One compound at a time, from the list above. Values in the order: AMA1 RON2 block | LmPK inh | HCMV antiviral | HCV inh | TbPYK inhibitor | AmpC detergent | AmpC inh no detg
Shown for `CC1CCCCC1NC(=O)CCn1c(=O)sc2ccccc21` (stereo not drawn) = -1.9% | -0.1% | 23.9 | 2.9% | -4.0% | 1.6% | 1.9%
Shown for `O=C(CSc1nc2cc(C(=O)NC3CCCC3)ccc2c(=O)n1CC1CCCO1)c1cccc(Cl)c1` (stereo not drawn) = nt | nt | -29.5 | nt | -13.3% | -1.6% | nt
Shown for `CN(C(=O)c1ccccc1C(=O)OCC(=O)NCc1cccs1)C1CCCCC1` = -18.8% | 7.4% | ? | 9.9% | -3.4% | 3.2% | 24.2%

Screening data deposited in PubChem by National Center for Advancing Translational Sciences (NCATS).

Random draw from the library, and some 7.5% of all compounds hit somewhere here.
